Compound activity: PubChem, several laboratories
VIM-2 inh = inhibitors of Pseudomonas aeruginosa VIM-2 metallo-beta-lactamase; AID 1527; 290,000 tested, 0.89% active; purified VIM-2, nitrocefin hydrolysis, epi-absorbance fluorescence; inhibition, % at 5.6 µM;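 active = inhibition above the mean of all tested compounds plus 3 SD, cutoff set per screening run, cut at about 7.5% in these data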;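 also: red hydrolysis product quenches plate fluorescence so inhibitors raise well fluorescence; 0% = enzyme with DMSO and 100% = DMSO without enzyme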
CRFBP-R2 block = CRF-BP/CRF-R2 complex antagonism; HEK293 CRF-R2/CRF-BP, CRF-induced calcium fluorescence; inhibition, % at 11.8 µM; 350,000 tested, 0.59% active;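 active = inhibition of the ligand-induced calcium signal above about 50% at the single tested concentration, limit read from the data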
GalR3 antag = human GalR3 antagonism; 360,000 tested, 0.44% active; O60755; inhibition, % at 3 µM; HEK293 GalR3-CNG cAMP membrane potential fluorescence; galR3 body fused to GalR1 C-terminus;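 active = inhibition above the screen-wide average plus 3 SD, cut at about 13% in these data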;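 also: forskolin and galanin both at EC90 stimulate the cells; cAMP rise reported by CNG channel membrane potential dye signal; 0% = forskolin plus galanin with DMSO and 100% = forskolin alone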
Target sequence (O60755 1-299 limits assumed): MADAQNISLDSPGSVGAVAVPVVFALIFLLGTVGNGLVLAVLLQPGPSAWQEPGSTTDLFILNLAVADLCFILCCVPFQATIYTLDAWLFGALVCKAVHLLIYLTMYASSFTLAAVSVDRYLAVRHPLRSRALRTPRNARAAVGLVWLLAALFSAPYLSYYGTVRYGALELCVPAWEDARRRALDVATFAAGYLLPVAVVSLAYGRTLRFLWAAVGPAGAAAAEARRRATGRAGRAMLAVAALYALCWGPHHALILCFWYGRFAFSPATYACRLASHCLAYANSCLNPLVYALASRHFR
IDE cell activ = activators of human insulin-degrading enzyme in cells; 340,000 tested, 0.073% active; activation, % at 5.96 µM; HEK cells, FAbeta-B cleavage, fluorescence polarization; 0% vehicle, 100% cell-free pure enzyme wells; P14735;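 active = activation above the mean of all tested compounds plus 3 SD, set per screening campaign, cut at about 17% in these data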
pCIP destab = p/CIP protein destabilization. Q05BA5. F442A p/CIP-EGFP cells, EGFP fluorescence, 16 h. decrease of EGFP signal, % at 10 µM. 290,000 tested, 0.01% active. AID 1984;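 active = EGFP signal decrease of at least 30% at 10 µM or well 3 SD below plate mean, unless failing retest; inactive = the rest, including hits failing retest or dose response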; also: some compounds called inactive have numbers as strong as hits; many of its hits are not listed in these tables
IMP-1 inh = inhibitors of Pseudomonas aeruginosa IMP-1 metallo-beta-lactamase | purified IMP-1, nitrocefin hydrolysis, epi-absorbance fluorescence | inhibition, % at 5.6 µM | 290,000 tested, 0.45% active;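 active = inhibition above the mean plus 3 SD of all compounds in the same screening run, cut at about 4.5% in these data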;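 also: 0% = IMP-1 with DMSO and 100% = DMSO wells lacking enzyme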
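system = purified recombinant IMP-1 beta-lactamase | amount = 0.2 nM IMP-1, as dispensed | medium = HEPES buffer pH 7.1 with ZnSO4 and Brij 35 | times = 25 °C, 15 min preincubation, 25 min reaction | detection = plate fluorescence quenching by hydrolysis product, ex 480/em 530 nm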
IDE inh = cellular human IDE inhibition; P14735; 320,000 tested, 0.41% active; inhibition, % at 5.59 µM; HEK cells, FAbetaB cleavage, fluorescence polarization;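 active = percent inhibition above the average of all tested compounds plus 3 SD, set per screening campaign, cut at about 16% in these data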;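 also: IDE supplied by intact live HEK cells; FP after avidin binding of uncleaved biotin substrate so inhibition keeps polarization high; 0% = DMSO wells and 100% = 60 µM reference IDE inhibitor Ii1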
NS3 helicase inh = blocks Hepatitis C virus NS3 helicase unwinding; NS3 helicase DNA unwinding, Cy5 molecular beacon fluorescence; inhibition, % at 10.9 µM; 290,000 tested, 0.56% active;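 active = inhibition above the mean of all tested compounds plus 3 SD, set per campaign, cut at about 35% in these data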;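 also: 0% = DMSO wells and 100% = thioflavine S control wells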
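Assay system: hepatitis C virus NS3 helicase domain fragment enzyme. Also added: annealed dual-labelled DNA beacon duplex, ATP-started. Timing: 1 h reaction at 25 °C, ATP-initiated. Technique: Cy5 fluorescence at 0 and 60 min, beacon hairpin quenching. Evaluation: % inhibition of unwinding. Replication: one well per compound.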
UBC9 SUMO inh = blocks human SUMOylation mediated by UBC9; 290,000 tested, 0.36% active; inhibition, % at 35 µM; P63279; HTRF SUMOylation assay, SAE1/SAE2 + UBC9, in vitro; in the data active = inhibition above about 50%, passing the limit was not always enough; also: strong numbers were not always called active
Target sequence (P63279 whole entry, looked up): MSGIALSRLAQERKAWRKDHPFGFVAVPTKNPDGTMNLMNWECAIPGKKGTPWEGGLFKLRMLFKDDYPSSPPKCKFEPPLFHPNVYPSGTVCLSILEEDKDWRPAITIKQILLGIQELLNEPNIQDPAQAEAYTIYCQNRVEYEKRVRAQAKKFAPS
* hit, by the source's call; · = no result given. Rows were taken by chance; any-hit rate near 3.2%.

Molecule	VIM-2 inh	CRFBP-R2 block	GalR3 antag	IDE cell activ	pCIP destab	IMP-1 inh	IDE inh	NS3 helicase inh	UBC9 SUMO inh
Cc1ccc(/C=C/C(=O)N2CCN(c3ccc(F)cc3)CC2)o1	-2.1	-11	-2	3	-1	-3.0	11	-7	19
COc1ccc(N2CCN(S(=O)(=O)c3ccc(Cl)c(C(F)(F)F)c3)CC2)cc1	0.2	-5	-6	0	-1	-2.8	0	2	1
CSc1nc(SC(C)C(=O)O)c2c3c(sc2n1)COC(C)(C)C3 (stereo not given)	7.3	-5	-4	3	3	-0.8	-2	7	15
Cc1cccc(Nc2nc(N)nc(CC(=O)CSc3ccc(Cl)cc3)n2)c1	-3.4	·	·	·	2	-1.5	9	3	-2
CCn1nnc(NC(=O)C(C)Oc2ccc(Cl)cc2Cl)n1 (stereo not given)	-1.8	-1	-2	3	2	-2.6	3	-10	-5
CC(C)C(C(=O)Nc1ccncc1)c1ccc(Cl)cc1 (stereo not given)	-2.3	-24	-4	2	5	-1.5	4	-15	0
CCN(CC)Cc1cc(C(C)=O)ccc1OCC(C)C	-0.8	5	-6	1	13	-1.4	-3	-3	16
COc1cc(/C=C2/C(=O)NN(c3cccc(C)c3)C2=O)cc([N+](=O)[O-])c1O	-3.5	-3	-6	0	-9	-2.5	-1	20	9
CC(C)c1ccc(-c2noc(C3CCCN(S(C)(=O)=O)C3)n2)cc1 (stereo not given)	-0.7	-1	-2	-1	0	-0.8	-12	1	-1
Cc1c(NC(=O)c2ccc3c(c2)OCO3)c(=O)n(-c2ccccc2)n1C	-3.5	-1	0	1	-5	-3.8	1	0	1

Compound profiles (already shown).
CCn1nnc(NC(=O)C(C)Oc2ccc(Cl)cc2Cl)n1 (stereo not given) across the screens: VIM-2 inh = -1.8; CRFBP-R2 block = -1; GalR3 antag = -2; IDE cell activ = 3; pCIP destab = 2; IMP-1 inh = -2.6; IDE inh = 3; NS3 helicase inh = -10; UBC9 SUMO inh = -5
Cc1c(NC(=O)c2ccc3c(c2)OCO3)c(=O)n(-c2ccccc2)n1C across the screens: VIM-2 inh = -3.5; CRFBP-R2 block = -1; GalR3 antag = 0; IDE cell activ = 1; pCIP destab = -5; IMP-1 inh = -3.8; IDE inh = 1; NS3 helicase inh = 0; UBC9 SUMO inh = 1

(next part)
Molecule	VIM-2 inh	CRFBP-R2 block	GalR3 antag	IDE cell activ	pCIP destab	IMP-1 inh	IDE inh	NS3 helicase inh	UBC9 SUMO inh
COc1cc([N+](=O)[O-])cc2cc(C(=O)N3CCCC3)c(=O)oc12	-0.2	21	-5	0	-11	-1.8	0	8	17
CC(OC(=O)CNC(=O)c1ccccc1F)C(=O)Nc1nc(-c2ccccc2)cs1 (stereo not given)	-4.6	4	-3	-2	-5	-3.4	5	-7	-26
COc1cccc(N2[C@@H](CC(C)=O)c3ccccc3S2(=O)=O)c1	·	0	-4	-2	·	·	5	·	·
COc1ccc(CNC(=O)c2cc3c(s2)CN(Cc2ccccc2)C3)cc1	-2.0	-5	0	5	9	-2.9	4	-3	7
O=S(=O)(Cc1ccccc1)Oc1ccccc1	-0.2	12	-6	1	8	-2.2	1	-2	-4
N#C/C(=C\c1ccc[nH]1)C(=O)NC1CC1	-0.4	-5	-1	-4	-12	-2.1	0	-3	17
CCOc1cc(S(=O)(=O)NCCN2CCOCC2)c(C)cc1C	-2.8	7	2	7	-13	-4.1	0	8	11
O=[N+]([O-])c1cccc(N(CC(O)CN2CCCC2)S(=O)(=O)c2ccccc2)c1 (stereo not given)	0.9	5	-5	2	4	-4.4	-6	-56	3
CC(=O)NCC(=O)N(C)C(C(=O)Nc1ccc(C(C)C)cc1)c1ccccc1 (stereo not given)	-0.5	-23	0	4	-3	-0.9	0	-1	1
CCn1c(-c2nn(-c3ccccc3)ccc2=O)n[nH]c1=S	18*	-10	8	-5	-5	-1.1	0	-10	6
O=S(=O)(Nc1ccc(S(=O)(=O)N2CCCC2)cc1)c1ccc(F)cc1F	·	8	-4	3	·	·	5	·	·
Cc1ccc(NC(=O)Cn2nnc(C(=O)NCc3ccco3)c2N)c(C)c1	-1.9	-7	-7	-4	-1	-4.1	3	2	14
C=CCNC(=O)C(C)N1C(=O)c2ccccc2C1=O (stereo not given)	-3.3	6	-2	7	2	-2.3	3	7	-11
CCOC(=O)CSc1n[nH]c(NC(=O)CC)n1	-2.0	7	-1	1	-42	-4.3	3	-2	17
COC(C[C@H](O)CC(=O)[C@@H](C)OCc1ccccc1)OC	·	-4	-2	1	·	·	-6	·	·
O=C(NC1CC1)C1=C[C@@H](c2c[nH]c3ccccc23)C[C@@H](OCc2ccc(CO)cc2)O1	·	-7	-2	3	-6	·	-2	·	26
O=C(NC1CC(=O)N(c2ccc3c(c2)OCCO3)C1)N1CCC(O)CC1 (stereo not given)	·	-19	-1	7	·	·	-6	·	·
CCCc1[nH][nH]c(=O)c1C(c1ccccc1)C(C#N)C#N (stereo not given)	9.1*	-10	6	4	-4	2.5	4	3	1
CCCCCn1c(CN2CCN(CCO)CC2)nc2c1c(=O)n(C)c(=O)n2C	-4.3	8	·	0	-3	-1.8	5	13	7
CS(=O)(=O)N(Cc1ccc(Cl)cc1)c1ccc(C(=O)NCc2ccccn2)cc1	-2.6	-15	-3	7	-11	-5.3	5	-15	31
COc1ccc(CC(=O)n2[nH]c(=O)cc(C)c2=O)cc1OC	-3.7	-3	-1	1	2	-2.9	-1	3	0
CCc1nnc(NC(=O)C(C)N2C(=O)C3C4C=CC(C4)C3C2=O)s1 (stereo not given)	-3.9	-3	-4	1	-5	-2.6	2	4	2
COc1ccc(C(C)(C)NC(=O)C2CCC(=O)N(CCCN3CCCC3=O)C2)cc1 (stereo not given)	-2.1	-5	-2	-1	-4	-1.8	3	1	6
CN(C)CCCN(C(=O)COc1ccc(Cl)cc1)c1nc2ccc(F)cc2s1	-1.0	-48	-4	18*	3	-3.2	8	-30	7
CN(C)CCCNc1ccc(-c2cc(Nc3cccc(Cl)c3)ncn2)cn1	·	-6	-8	0	5	·	-2	·	26
COc1ccc(CCNC(=O)C2CCCN2C(=O)Nc2cccc(C(C)=O)c2)cc1OC (stereo not given)	2.6	13	1	4	-1	-0.2	4	-2	2
CC(=O)Nc1ccc(-c2csc(N/N=C(/C)c3ccccc3)n2)cc1	-3.3	1	-5	-3	-4	-2.9	3	1	-6
CSCCC(NC(=O)c1ccccc1Cl)C(=O)N1CCN(c2ccccn2)CC1 (stereo not given)	-1.8	0	1	4	4	-1.9	2	-2	-1
O=C(NCCCO)/C(=C\C=C\c1ccccc1)NC(=O)c1ccccc1Cl	-3.6	12	3	6	-7	-2.9	-1	-9	20
O=C(CSc1nc2ccccc2c(=O)n1Cc1ccc(C(=O)NC2CC2)cc1)NCc1ccco1	-2.4	20	-1	1	-6	-0.9	5	-10	24
O=C(O)CSc1cc(NS(=O)(=O)c2ccc(Cl)cc2)c2ccccc2c1O	1.8	20	-7	-3	-7	1.8	1	43*	77*
Cc1onc(-c2ccccc2)c1C(=O)Nc1sc2c(c1C(N)=O)CCC2	-3.0	-9	-3	5	1	-3.6	2	10	16
Cc1cccc(NC(=O)CCS(=O)(=O)c2ccccc2)c1	3.2	8	-9	4	-12	-0.3	-1	-9	18
O=C1CCN(c2ncccc2[N+](=O)[O-])CC1	-3.2	-1	-3	7	7	-2.8	1	11	86
O=C(NCCc1ccc(C(F)(F)F)cc1)C1CCC(=O)N(CCCc2ccccc2)C1 (stereo not given)	-1.4	-1	-2	-2	-1	0.0	12	-15	-6
O=C(/C=C/c1ccccc1)N/C(=C/c1ccccc1)C(=O)Nc1ccccc1O	0.2	20	-4	2	0	-0.1	-2	-3	3
Cc1ccc(NC(=O)CN(C)C(=O)/C=C/c2cccs2)cc1	-0.4	2	0	-2	6	0.6	0	18	5
COc1ccccc1NC(=S)N1CCC(NC(=O)C23CC4CC(CC(C4)C2)C3)CC1	-0.9	-13	0	5	4	-2.7	-1	0	0
Cc1nc2c3ccccc3nc(NNC(=O)CCC(=O)NCCN3CCN(c4ccccc4)CC3)n2n1	-5.5	0	-3	5	-3	-3.4	6	8	-3
CCC(Oc1ccccc1)C(=O)N(C)CC(=O)N(CC(C)C)c1c(N)n(CC(C)C)c(=O)[nH]c1=O (stereo not given)	·	5	-5	4	·	·	6	·	·

NS3 helicase inh, hit marks shown above.
Molecule	VIM-2 inh	CRFBP-R2 block	GalR3 antag	IDE cell activ	pCIP destab	IMP-1 inh	IDE inh	NS3 helicase inh	UBC9 SUMO inh
O=C(O)CSc1cc(NS(=O)(=O)c2ccc(Cl)cc2)c2ccccc2c1O	1.8	20	-7	-3	-7	1.8	1	43*	77*

Other entries
Molecule	VIM-2 inh	CRFBP-R2 block	GalR3 antag	IDE cell activ	pCIP destab	IMP-1 inh	IDE inh	NS3 helicase inh	UBC9 SUMO inh
COc1ccc(NC(=O)c2ccc3ccccc3c2)cc1NS(=O)(=O)c1ccc(F)cc1	-2.0	4	-5	1	3	-1.0	3	-13	8
CCOc1ccc(C2=CSC3=NCCN23)cc1[N+](=O)[O-]	-1.4	10	-10	3	-12	-0.9	3	-31	5
COc1ccc(OC)c(N(CC(=O)NCCSCc2ccc(C)cc2)S(C)(=O)=O)c1	1.2	3	-2	5	9	0.9	-2	11	3
CC(C)OC(=O)c1cc(C(=O)c2cc(Cl)ccc2O)coc1=N	6.5	2	-2	1	-51	-2.2	4	11	-6
CCC(CC)C(=O)Nc1ccc(C)cc1O	-0.8	10	-6	4	-18	-0.3	4	15	2
COc1ccc(CC(=O)NCC2CCCN(Cc3cc(OC)cc(OC)c3)C2)cc1 (stereo not given)	-1.9	13	-2	5	2	0.9	2	5	0
S=C(NC12CC3CC(CC(C3)C1)C2)N1CCCC1	-3.5	-8	-4	1	0	-4.3	2	6	8
C/C(=N\NC(=O)Cc1cccn1C)c1ccc([N+](=O)[O-])cc1	-1.9	1	-3	·	0	-0.9	0	-7	19
Cc1ccc(C(=O)Nc2ccc(C(=O)N/N=C/c3ccccn3)cc2)cc1	-4.4	-1	-11	-2	-2	-1.5	8	5	1
CC(NCc1ccc(S(N)(=O)=O)cc1)C(=O)Nc1cccc(Cl)c1 (stereo not given)	-3.5	5	3	8	-8	-1.1	3	7	7
COC(=O)c1c(C)n(-c2ccccc2)c2ccc(O)cc12	0.0	-52	-7	3	0	-1.2	9	-7	27
O=C(O)C1C2CCC(O2)C1C(=O)Nc1ccc(Br)cc1F (stereo not given)	-0.8	2	-5	0	·	1.3	3	-9	·
COCCn1c(=S)[nH]c2sc3c(c2c1=O)CCC(C)C3 (stereo not given)	-6.5	-4	-3	-2	-14	-5.4	6	-2	-13
N#Cc1ccc(Cn2ccnc2C(=O)Nc2ccccc2)cc1	-2.8	9	-5	1	-7	0.5	2	-7	23
CCOC(=O)c1cc(C(=O)OCC)c(=O)[nH]c1C	-1.5	15	-3	2	-3	-0.6	3	5	-3
Cc1cccc(N2CCN(C(=O)CCC(=O)N3CC(C)Oc4ccc(C)cc43)CC2C)c1 (stereo not given)	0.6	-7	·	3	-4	-1.8	-5	6	4
Cc1ccc(/C=N/NS(=O)(=O)c2ccccc2)o1	-2.5	-3	-4	-4	1	-4.8	1	10	20
